Bioassay records deposited in PubChem BioAssay by Broad Institute.
RAD54 branch – blocks human RAD54 Holliday junction branch migration | hit rate 0.14% among 360,000 | Q92698 | AID 602329 | inhibition, % at 10.4 µM | FAM/BHQ fluorescence;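 active = mean normalized replicate activity at least 40 and at least half of replicates scoring 40 or more; inconclusive = only one of the two criteria met; inactive = mean below 40 and under half of replicates reaching 40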;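 note: 0% = median of neutral control wells and 100% = median of positive control wells; inhibitors cause a drop in the FAM fluorescence signal; in these data hits start at about 50%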
Target sequence (Q92698 whole entry, looked up): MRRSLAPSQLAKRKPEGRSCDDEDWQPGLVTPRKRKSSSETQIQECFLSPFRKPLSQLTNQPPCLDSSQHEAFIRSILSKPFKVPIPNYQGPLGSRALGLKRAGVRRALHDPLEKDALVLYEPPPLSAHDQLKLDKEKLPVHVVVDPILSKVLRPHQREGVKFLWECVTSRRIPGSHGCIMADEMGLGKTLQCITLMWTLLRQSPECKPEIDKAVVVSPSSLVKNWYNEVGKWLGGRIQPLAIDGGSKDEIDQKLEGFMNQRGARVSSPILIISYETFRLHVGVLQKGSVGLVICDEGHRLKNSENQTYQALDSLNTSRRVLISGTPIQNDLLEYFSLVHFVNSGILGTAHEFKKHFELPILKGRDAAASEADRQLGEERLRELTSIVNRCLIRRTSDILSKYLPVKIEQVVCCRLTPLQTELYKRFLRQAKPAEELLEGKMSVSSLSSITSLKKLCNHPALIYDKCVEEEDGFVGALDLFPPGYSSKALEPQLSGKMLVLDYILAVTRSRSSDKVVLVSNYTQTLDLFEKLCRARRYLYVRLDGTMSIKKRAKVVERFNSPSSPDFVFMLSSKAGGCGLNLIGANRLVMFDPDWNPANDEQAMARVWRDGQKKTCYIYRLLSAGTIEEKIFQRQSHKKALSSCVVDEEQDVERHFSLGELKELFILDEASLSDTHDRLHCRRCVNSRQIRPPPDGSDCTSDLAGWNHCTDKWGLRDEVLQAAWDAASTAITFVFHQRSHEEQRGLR
ARNT TACC3 PPI – ARNT/TACC3 interaction disruption | Q9Y6A5 | AlphaScreen His-ARNT PAS-B/GST-TACC3 binding, luminescence; TACC3 fragment carries E629A point mutation | inhibition, % at 9.99 µM | hit rate 0.66% among 390,000;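 active = mean inhibition of replicates at least 50% and at least half of replicates each reaching 50%; inconclusive = half or more replicates reach 50% but mean below 50%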;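 note: 0% = complete ARNT plus TACC3 wells and 100% = ARNT alone without TACC3; many hits fall short of the cut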
esBAF inh – inhibitors of esBAF chromatin remodeling in mouse ES cells | Bmi1-luciferase knock-in reporter, 24 h; 100% = twice the neutral-well signal | reporter increase, % at 12.5 µM | hit rate 2% among 350,000 | AID 602393; in the data active = activation above about 40%; inconclusive = no clear call, values can overlap the other calls;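 note: 0% = median of the plate's neutral control wells and 100% = double that signal; a rise in the Bmi1 reporter signal indicates esBAF inhibition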
* hit, by the source's call; ? = inconclusive. Only part of the results is shown, so the mix of outcomes need not match the whole.

SMILES | RAD54 branch | ARNT TACC3 PPI | esBAF inh
COC(=O)[C@H](C)NC(=O)Nc1ccc(OC(F)(F)F)cc1 | -12 | 0 | -3
Cc1ccc(NC(=O)C2=C(O)c3ccccc3N(C)S2(=O)=O)cc1 | 2 | -4 | 19
CN(CC(=O)NCc1ccc(Cl)cc1)S(=O)(=O)c1cccc2nsnc12 | -6 | -2 | -6
COc1ccc(C(=O)C(c2ccccc2)N2CCOCC2)cc1 (stereo unspecified) | 4 | -7 | -13
CCOC(=O)Cc1csc(NS(=O)(=O)c2ccccc2)n1 | -2 | -12 | 4
Cc1ccc(/C=C/C(=O)NC(=S)Nc2ccccc2C(=O)NC2CCCCC2)cc1 | 12 | -10 | -4
O=C(Nn1cnnc1)C1Cc2ccccc2CN1S(=O)(=O)c1ccc(F)cc1 (stereo unspecified) | 4 | 17 | 3
CCCCn1c(=N)n(CC(O)COc2ccccc2)c2ccccc21 (stereo unspecified) | 0 | -2 | -9
COc1cccc(-c2nnc3n2N=C(C(C)(C)C)CS3)c1 | 6 | -21 | -40
CCOC(=O)N1CCC(N(CCCOC)C(=O)Nc2cccc(OC)c2)CC1 | 9 | -17 | 1
COc1ccc(C(F)(F)F)cc1N/C=C\c1nnnn1-c1ccccc1 | 4 | -4 | -5
COc1ccc(C(NC(=O)CC(C)C)NC(=O)CC(C)C)cc1OC | -11 | 4 | -11
Cc1ccc(N(CC(=O)Nc2ccc(F)c(Cl)c2)S(=O)(=O)c2c(C)noc2C)cc1 | 4 | -4 | 3
C=CCNc1ncnc2c1[nH]c1ccc(Cl)cc12 | 1 | 7 | -2
O=C(Nn1c(=O)[nH]c2ccsc2c1=O)c1ccccc1 | 4 | 2 | -5
O=C(C/C=N/OCc1ccc(F)cc1Cl)c1cnc(-c2ccccc2)s1 | -19 | -16 | -10
COCCN1C=C(C(=O)OC)C(c2cc(Br)c(OC)c(OC)c2)C(C(=O)OC)=C1 | 6 | -11 | -15
O=C(COC(=O)c1ccco1)Nc1cccc(Br)c1 | -11 | 21 | -6
Cc1nc(NC(C)C(=O)O)c2nc(C)oc2n1 (stereo unspecified) | 0 | -4 | -6
COc1ccc(S(=O)(=O)Nc2cccc(Cl)c2)cc1OC | -5 | -8 | -1
COc1ccccc1-c1nnc(SCC(=O)c2ccc(C3CCCCC3)cc2)n1Cc1ccco1 | -7 | -1 | 1
COc1ccc(N(C)C(=O)c2cnc(N3CCN(c4ncccn4)CC3)c3ccccc23)cc1 | 6 | 8 | -2
CCCCCn1c(=N)c(S(=O)(=O)c2ccc(Cl)cc2)cc2c(=O)n3cccc(C)c3nc21 | -5 | 5 | -1
Cc1cc(C)cc(OCCCCCNCCO)c1 | 5 | 2 | -9
O=S(=O)(c1ccc(Cl)cc1)N1CCCC1c1nc2ccccc2s1 (stereo unspecified) | -1 | -4 | -3
O=C(O)CSc1nnc(Cn2cnc3ccccc32)n1CCc1ccccc1 | -13 | -2 | -6
CCOC(=O)c1ccc(NCc2ccc3c(c2)OCO3)cc1 | 10 | 1 | 15
CCN(CC)S(=O)(=O)c1ccc(Cl)c(C(=O)Nc2nncs2)c1 | 8 | -6 | -6
OC(Cn1cncn1)c1ccc(Cl)cc1 (stereo unspecified) | 1 | -6 | -1
O=C(O)C1CCCCC1C(=O)Nc1cccc2ccccc12 (stereo unspecified) | -13 | -3 | -1
CCC(c1nnnn1Cc1ccccc1)N(Cc1ccco1)Cc1cc2cc(OC)ccc2[nH]c1=O (stereo unspecified) | -7 | -14 | 9
CCOC(=O)Cn1nnnc1C(C(C)C)N(Cc1cccs1)Cc1cc2cc(C)ccc2[nH]c1=O (stereo unspecified) | -21 | 5 | 3
COC(=O)c1ccc(NC(=O)CSc2n[nH]c(-c3ccncc3)n2)cc1 | 0 | -2 | -5
CN(C)c1ccc(/C=N/n2ncc3ccccc32)cc1 | 3 | -5 | -40
CCCn1c(-c2cccs2)nc2nc3ccccc3nc21 | -1 | -2 | 2
O=C(COc1ccc(Cl)cc1)NCCSc1ccccc1 | -10 | -6 | 5
COCCN1C(=O)C(=O)/C(=C(/O)c2ccc(S(=O)(=O)N3CCOCC3)cc2)C1c1cccc([N+](=O)[O-])c1 (stereo unspecified) | 7 | 0 | 5
CCOc1ccc(C(=O)NC2CCN(C(=O)NCc3ccccc3)CC2)cc1 | 3 | 0 | 6
CC1(C)CC(O)(CCNCc2ccc3c(c2)OCO3)CCO1 (stereo unspecified) | -9 | 2 | 19
COc1cc(OC)cc(C(=O)N2CCC(N3CCCCCC3)CC2)c1 | 6 | 33 | 10
CCC(=O)N[C@@H]1CC(C(C)(C)NC(=O)CC)CC=C1C (stereo partly specified) | -1 | -3 | -3
COc1ccc(-n2c3c(cc(C(=O)NC4CCSC4=O)c2=O)C(=O)CC(C)(C)C3)cc1 (stereo unspecified) | -5 | -11 | -4
CCN(CC)S(=O)(=O)c1cccc(-c2nnc(SCc3ncc(-c4ccccc4)o3)n2C)c1 | -15 | -6 | -5
COc1ccccc1NC(=O)CN1C(=O)NC(CC(C)C)C1=O (stereo unspecified) | -3 | 5 | -6
Cc1cc(C)n(C(=O)CNC(=O)C2COc3ccccc3O2)n1 (stereo unspecified) | -7 | 2 | -3
O=C(CSc1nnc(-c2cccnc2)n1Cc1ccco1)c1ccc(Br)cc1 | 7 | -7 | 5
O=C(CSc1nc(Nc2ccccc2)nc(N2CCOCC2)n1)N1CCc2ccccc21 | -3 | 3 | 1
COc1ccc(/C=C/C(=O)c2c(C)nc3ccccn23)cc1 | 15 | 1 | 69*
Cc1ccc(Cc2cnc(NC(=O)C3CCCO3)s2)cc1 (stereo unspecified) | 2 | 2 | -3
COc1cccc(NC(=O)CSCC(=O)O)c1 | -1 | 1 | -9
CCC(C)NC(=O)C1c2cc(OC)c(OC)cc2C(=O)N(C)C1c1cccs1 (stereo unspecified) | 17 | -5 | -7
CCOC(=O)c1cc(NC(=O)CSc2nnc(CN3CCOCC3)n2C)ccc1Cl | 9 | 0 | -6
CCc1nc(SCC(=O)N2CCN(C(=O)c3ccco3)CC2)c2c3c(sc2n1)CCCC3 | 5 | -5 | 1
Cc1cccc(C(=O)NC(=S)Nc2ccc(S(=O)(=O)N(C)c3ccccc3)cc2)c1 | -2 | -2 | -2
COc1ccc(OC)c(NC(=O)COC(=O)CNC(=O)c2ccc(OC)c(OC)c2)c1 | -6 | -5 | -5
CCc1nnc(SCc2ccc(OC(C)C)cc2)n1N | -4 | -11 | 0
O=C(Nc1nnc(-c2ccccc2)s1)c1cc(S(=O)(=O)N2CCOCC2)c(Cl)cc1Cl | 0 | -16 | 4
Cc1c(NC(=S)NC(=O)C(c2ccccc2)c2ccccc2)cccc1C(=O)O | 5 | 2 | 7
CCn1nnnc1SCC(=O)c1ccc(NC(C)=O)cc1 | 0 | -16 | -2
CCOC(=O)C(C)Oc1ccc(=O)n(-c2ccccc2)n1 (stereo unspecified) | 14 | -1 | -5

Some of these compounds in order of the ARNT TACC3 PPI value, rising.
| Molecule | ARNT TACC3 PPI |
| --- | --- |
| CCC(c1nnnn1Cc1ccccc1)N(Cc1ccco1)Cc1cc2cc(OC)ccc2[nH]c1=O (stereo unspecified) | -14 |
| COC(=O)[C@H](C)NC(=O)Nc1ccc(OC(F)(F)F)cc1 | 0 |
| COc1cccc(NC(=O)CSCC(=O)O)c1 | 1 |

(listing goes on)
SMILES | RAD54 branch | ARNT TACC3 PPI | esBAF inh
COC(=O)c1nn(-c2ccc(OC)cc2)c(=O)cc1Oc1ccccc1 | 0 | -4 | -3
OCC(C#CCN1CCCCC1)NCc1ccccc1 (stereo unspecified) | -5 | 6 | -10
O=c1cc(Nc2ccc3c(c2)OCO3)[nH]c(=O)n1-c1ccc(Br)cc1 | 9 | -3 | 5
COc1ccc(S(=O)(=O)Nc2ccccc2C(=O)NCc2ccco2)cc1 | -9 | -4 | -3
CC(C)OC(=O)C1C2C=CC3(CN(CC4CCCO4)C(=O)C13)O2 (stereo unspecified) | 5 | -1 | -3
Cc1[nH]c2ccc(F)cc2c(=O)c1SC(F)(F)C(F)C(F)(F)F (stereo unspecified) | -5 | -2 | -1
COc1ccc2[nH]c(C(=O)O)c(NS(=O)(=O)c3ccc(Cl)s3)c2c1 | -3 | 11 | -4
Nc1nc(SCc2ccc(Cl)cc2)ns1 | -11 | -5 | 32
CN(C)C(=O)NC(Nc1ccc(Cl)cc1Cl)C(Cl)(Cl)Cl (stereo unspecified) | 1 | 4 | -4
CCCCc1ccc(NC(=O)CN2NS(=O)(=O)c3ccccc3C2=O)cc1 | 0 | 35 | -3
COc1ccc(NC(=O)N2CCC(n3nnc4cc(C)ccc43)CC2)cc1 | -10 | -9 | -1
CC(=O)N(Cc1cccs1)C1CCOC(C)(C)C1 (stereo unspecified) | -2 | -7 | -7
COc1ccccc1N1CCN(C(=O)Cn2nc(C(F)(F)F)c3c2CCC3)CC1 | 1 | 13 | 11
COc1ccc(-c2nc3c4ccccc4[nH]c(=O)n3n2)cc1 | 9 | -4 | 46*
CN(c1ccccc1)S(=O)(=O)c1ccc(NC(=O)C2CCCCC2C(=O)O)cc1 (stereo unspecified) | -4 | 15 | -4
COc1ccc(OC)c(Nc2ncnc3c2cnn3-c2cccc(C)c2)c1 | 8 | -10 | 14
CCOC(=O)c1cc(C(C)=O)c(=O)n(C)c1N | -7 | -7 | -8
COc1ccc(CC(NC(C)=O)C(=O)NC2CCN(S(=O)(=O)c3cccc4ccccc34)CC2)cc1OC (stereo unspecified) | -5 | -3 | -2
Oc1ccccc1-c1n[nH]c(=S)n1Cc1ccco1 | 0 | -4 | 10
O=C(N/N=C/c1ccco1)c1ccc(Br)o1 | -4 | -2 | 21

Printed as active in esBAF inh, among the entries above:
mol,ARNT TACC3 PPI,esBAF inh
COc1ccc(/C=C/C(=O)c2c(C)nc3ccccn23)cc1,1,69*
COc1ccc(-c2nc3c4ccccc4[nH]c(=O)n3n2)cc1,-4,46*

Remaining list, next part
SMILES | RAD54 branch | ARNT TACC3 PPI | esBAF inh
N=c1c(C(=O)NCc2ccc(F)cc2)cc2c(=O)n3ccccc3nc2n1CCCN1CCOCC1 | 15 | 5 | -1
CCCn1c(SCC#N)nc2c(c1=O)C1(CCCC1)Cc1ccccc1-2 | -2 | -2 | -7
Cc1cccc(-c2nc(CN3CCCC(C(=O)NC4CCCCC4)C3)c(C)o2)c1 (stereo unspecified) | 2 | 10 | -1
O=C(NCc1ccccn1)C1CCCN(S(=O)(=O)c2cccc3nsnc23)C1 (stereo unspecified) | 6 | 31 | 4
COc1nnc(-c2ccc(N3CCCCC3)c(NC(=O)C3CCCCC3)c2)c2ccccc12 | 8 | 2 | -25
CC1=NC(C(F)(F)F)(C(F)(F)F)C(C#N)=C(C)N1 | -7 | 0 | 10
Cc1ccc(-c2cn3c(=O)cc(C)[nH]c3n2)cc1 | -8 | -5 | ?
CC(=O)N1CCC(C(=O)c2ccc(Cl)cc2)CC1 | 8 | 21 | -8
Cc1ccc(-c2sc(C)nc2CC(=O)O)cc1 | 3 | 6 | -4
COC(=O)c1ccc(COC(=O)c2c(C)nn(Cc3ccccc3Cl)c2Cl)o1 | 0 | -3 | 10
CCCCCCC(=O)Nc1cc2c(C)cc(=O)oc2cc1C | -9 | 14 | -11
COC(=O)Cc1ccc(NC(=O)c2cccs2)cc1 | -22 | -2 | 49*
COc1ccc(C2C3=C(CC(C)(C)CC3=O)Oc3ncn(Cc4ccccc4)c(=N)c32)cc1 (stereo unspecified) | 8 | -10 | -14
Cc1ccc(F)c(NC(=O)C2CCCCC2C(=O)O)c1 (stereo unspecified) | -14 | -6 | 0
CC(OC(=O)CN(C)S(=O)(=O)c1ccc(Cl)cc1)C(=O)Nc1ccc(N2CCOCC2)cc1 (stereo unspecified) | -7 | -8 | 15
CC1CCc2c(C(=O)N3CCN(S(=O)(=O)c4cccs4)CC3)csc2C1 (stereo unspecified) | 9 | -4 | 10
CCCC(=O)NC(Nc1ccc(S(=O)(=O)Nc2cc(C)on2)cc1)(C(=O)OCC)C(F)(F)F (stereo unspecified) | 0 | -3 | 7
COc1cccc(/C=N/NC(=O)c2c(-c3ccccc3)noc2C)c1 | 1 | 1 | 2
O=C(Nc1nccs1)c1csc2c1CCCC2 | 1 | 1 | 63*
Cc1cc(=S)cc(C)n1CCCO | -12 | -6 | 2

One compound at a time, as listed above:
CC(=O)N1CCC(C(=O)c2ccc(Cl)cc2)CC1 as listed: RAD54 branch: 8; ARNT TACC3 PPI: 21; esBAF inh: -8
Cc1ccc(F)c(NC(=O)C2CCCCC2C(=O)O)c1 (stereo unspecified) as listed: RAD54 branch: -14; ARNT TACC3 PPI: -6; esBAF inh: 0

Remaining list, next part
SMILES | RAD54 branch | ARNT TACC3 PPI | esBAF inh
CCN(CC)S(=O)(=O)c1cccc2c(N(C)C)cccc12 | -7 | -64 | 5
CCC(CC)C(=O)Nc1ccccc1NC(C)=O | 1 | -2 | -4
O=C(NCCc1c[nH]c2ccccc12)Nc1ccccc1 | 16 | -3 | 6
O=c1[nH]nc(CSCc2ccccc2Cl)[nH]1 | -2 | -3 | 5
c1ccc(-c2nnc(CN3CCC4(CC3)OCCO4)o2)cc1 | 0 | -1 | 5
Cc1cc(C)nc(N2CCC(C(=O)Nc3ccc4c(c3)OCO4)CC2)n1 | 8 | -6 | -4

Only RAD54 branch, for 3 of the compounds above:
SMILES	RAD54 branch
O=C(NCCc1c[nH]c2ccccc12)Nc1ccccc1	16
CCC(CC)C(=O)Nc1ccccc1NC(C)=O	1
Cc1cc(C)nc(N2CCC(C(=O)Nc3ccc4c(c3)OCO4)CC2)n1	8
